# Bioassay records from PubChem.
# E coli Lon inh = inhibitors of E. coli Lon protease; P0A9M0; inhibition, % at 7.94 µM; 360,000 compounds, 0.42% hits; purified E. coli Lon protease, fluorescence polarization; in the data active = inhibition above about 13%, passing the limit was not always enough;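 note: 0% = enzyme with probe and DMSO and 100% = no enzyme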
# Target sequence (P0A9M0 whole entry, looked up): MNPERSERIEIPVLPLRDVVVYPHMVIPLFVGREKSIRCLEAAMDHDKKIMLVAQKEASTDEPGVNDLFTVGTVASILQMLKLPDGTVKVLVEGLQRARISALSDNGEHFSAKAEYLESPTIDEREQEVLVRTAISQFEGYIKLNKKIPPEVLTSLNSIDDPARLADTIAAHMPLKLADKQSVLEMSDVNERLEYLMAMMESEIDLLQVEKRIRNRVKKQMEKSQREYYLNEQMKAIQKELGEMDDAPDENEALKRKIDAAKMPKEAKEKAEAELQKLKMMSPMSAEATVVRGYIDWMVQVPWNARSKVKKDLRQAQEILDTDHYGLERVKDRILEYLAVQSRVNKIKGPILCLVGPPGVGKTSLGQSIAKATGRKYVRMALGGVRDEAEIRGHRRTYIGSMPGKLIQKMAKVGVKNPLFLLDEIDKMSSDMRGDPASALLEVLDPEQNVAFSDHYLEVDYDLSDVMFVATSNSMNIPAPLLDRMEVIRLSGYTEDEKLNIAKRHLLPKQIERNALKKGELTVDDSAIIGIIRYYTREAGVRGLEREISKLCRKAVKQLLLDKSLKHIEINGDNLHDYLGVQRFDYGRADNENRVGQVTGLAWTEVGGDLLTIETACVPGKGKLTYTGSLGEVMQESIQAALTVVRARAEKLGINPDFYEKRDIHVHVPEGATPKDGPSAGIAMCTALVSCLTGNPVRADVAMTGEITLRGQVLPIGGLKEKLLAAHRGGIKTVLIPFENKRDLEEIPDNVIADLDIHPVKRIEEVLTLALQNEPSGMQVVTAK
# DNMT1 block = blocks human DNA methyltransferase DNMT1; DNMT1 molecular beacon, Hinp1I cleavage, fluorescence; P26358; AID 588458; inhibition (reported as % activation of signal), % at 10 µM; 360,000 compounds, 0.83% hits; in the data active = inhibition above about 50%
# bovine MsrA act = activators of bovine methionine sulfoxide reductase A; purified bovine MsrA, absorbance read-out; activation, % at 10.6 µM; 360,000 compounds, 0.3% hits; AID 602163; in the data active = activation above about 7.5%;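 note: 0% = vehicle and 100% = reference activator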
# LMPTP block = LMPTP (human) inhibition; P24666; recombinant LMPTP-A, OMFP fluorogenic substrate, fluorescence intensity; inhibition, % at 20 µM; 360,000 compounds, 0.22% hits; AID 651560;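 active = compounds that cut the enzyme signal by at least half of the control window in the single-dose screen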;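 note: plate controls were DMSO wells with enzyme plus substrate for no effect and substrate without enzyme for full effect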
# Target sequence (P24666 whole entry, looked up): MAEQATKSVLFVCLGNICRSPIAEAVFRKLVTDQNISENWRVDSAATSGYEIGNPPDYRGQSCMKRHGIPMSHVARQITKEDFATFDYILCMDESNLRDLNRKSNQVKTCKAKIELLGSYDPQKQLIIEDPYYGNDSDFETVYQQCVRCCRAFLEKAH
#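 Assay system: LMPTP-A enzyme. Input: 0.625 nM LMPTP-A final. Probe or stimulus: 400 µM OMFP. Compound dosing: single 20 µM dose. Schedule: 50 min dark incubation at room temperature. Detection: fluorescence intensity of OMFP turnover product. Read-out: percent inhibition versus substrate-only and uninhibited controls. Benchmarks: no-enzyme low control, uninhibited high control.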
# Scp1 inh = blocks human Scp-1 phosphatase activity; Q9GZU7; Recombinant Scp1, phosphopeptide, malachite green phosphate absorbance; inhibition, % at 20 µM; 340,000 compounds, 0.88% hits;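 active = inhibition above about 50% at 20 µM, limit read from the data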;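 note: plate controls were DMSO wells with enzyme for no effect and wells lacking enzyme for full effect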
#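 Incubation: 45 min enzyme reaction at room temperature / System: truncated SCP-1 phosphatase (76-261aa) / Reagent: Phospho 17-mer peptide substrate / Buffer or medium: Acidic Tris acetate buffer with magnesium and detergent / Signal: absorbance at 630 nm / Doses: one concentration, 20 µM, with 1.0% DMSO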
# STEP inh = STEP (human) phosphatase inhibition. P54829. recombinant STEP, OMFP fluorogenic substrate, fluorescence. inhibition, % at 20 µM. 360,000 compounds, 0.25% hits. AID 588621;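 active = inhibition at 20 µM, scaled per plate between control wells, above about 37%, limit read from the data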;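 note: 0% = DMSO with enzyme and substrate and 100% = substrate only without enzyme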
#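 material = STEP tyrosine phosphatase | reagent = fluorogenic phosphatase substrate OMFP at 25 µM final | doses = single compound dose of 20 µM, 1% DMSO final | schedule = 20 min reaction, room temperature, in the dark | measured by = fluorescence, 480/540 nm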
# MsrA inhibitor = bovine MsrA inhibition. purified bovine MsrA, absorbance read-out. inhibition, % at 15.5 µM. 360,000 compounds, 0.75% hits. AID 651718; in the data active = inhibition above about 4.5%;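 note: 0% = vehicle wells with enzyme and 100% = reference inhibitor wells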
# TbMetRS inhib = Trypanosoma brucei MetRS inhibition. purified T. brucei MetRS, ATP depletion, Kinase-Glo luminescence. inhibition, % at 11.9 µM. 360,000 compounds, 0.4% hits. AID 624268;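 active = inhibition above a per-plate cutoff of the control wells' mean inhibition plus 3 SD, cut at about 5.5% in these data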;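 note: 0% = DMSO wells median and 100% = median of wells with control inhibitor compound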
#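 Dosing: 11.9 µM single point; system: parasite MetRS enzyme; technique: luminescence of leftover ATP; times: 15 min enzyme-compound preincubation, 2 h reaction, 10 min detection, 25 °C; replicates: each compound tested once; read-out basis: percent inhibition relative to median high and low control wells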
# NRP1-CendR mod = NRP-1/CendR interaction modulation; O14786; FAM-RPARPAR peptide binding to NRP-1, fluorescence polarization; inhibition, % at 25 µM; 360,000 compounds, 0.85% hits;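 active = inhibition or corrected inhibition above about 18%, plus a signal ratio from 0.5 to 1.5, limit read from the data, passing the limit was not always enough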; note: strong numbers were not always called active
# SUMO1 PPI mod = modulators of human SUMO1-mediated protein-protein interactions. P63165. 360,000 compounds, 0.33% hits. SUMO1 binding to a labelled peptide, TR-FRET, 1 h. inhibition, % at 20 µM; in the data active = inhibition above about 37%
# Target sequence (P63165 whole entry, looked up): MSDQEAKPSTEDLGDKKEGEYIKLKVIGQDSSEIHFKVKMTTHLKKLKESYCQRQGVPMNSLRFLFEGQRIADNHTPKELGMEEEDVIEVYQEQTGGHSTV
# Starred values were filed as active, the others as inactive; x = not tested or not shown.
E coli Lon inh	DNMT1 block	bovine MsrA act	LMPTP block	Scp1 inh	STEP inh	MsrA inhibitor	TbMetRS inhib	NRP1-CendR mod	SUMO1 PPI mod	SMILES
0	0	-2	-1.1	-8	-2	0.4	-0.2	-5	5	CCOC(=O)C1(Cc2cccc(OC)c2)CCCN(C(=O)c2ccccc2C)C1 (stereo not drawn)
1	44	-4	4.6	-2	0	0.8	-0.3	-6	-5	CCOc1ccc(NC(=S)NC(=O)/C=C/c2ccc(OC)cc2)c([N+](=O)[O-])c1
-7	1	-7	-1.1	-3	-2	0.6	-1.0	15	-4	COC(=O)C1=C(C(=O)c2ccc(C)cc2)C(c2ccccc2)n2nnnc2N1 (stereo not drawn)
-5	-2	-1	-1.2	-5	-1	2.1	6.3*	4	-13	Nc1nc2cc3ccccc3cc2[nH]c1=O
-9	7	-5	-1.1	-3	-2	-1.0	-0.6	8	-2	COc1ccc2cnn(-c3ccccc3)c(=O)c2c1OC
7	-2	-10	-2.4	11	1	0.6	-0.6	4	-5	O=C(Cn1c(=O)c2cccn2c2ccccc21)NCCc1ccccc1
-1	0	-2	-0.4	-7	1	0.4	-0.5	-14	-2	Cc1ccc2oc(=O)c3cnn(CC(=O)NCCc4ccsc4)c3c2c1
-10	-5	-6	-0.7	1	0	x	-0.8	15	-7	COc1cccc(CN(C(=O)COc2ccccc2[N+](=O)[O-])C2CCS(=O)(=O)C2)c1 (stereo not drawn)
-1	x	-4	-2.6	x	x	1.1	-0.6	0	1	CCOC(=O)[C@]12CCCC=C1N(Cc1ccco1)C(=O)[C@H](CC(=O)N1CCCCC1)C2
-4	-6	0	-0.5	x	1	-0.3	-0.1	-7	4	OC(c1ccc(F)cc1)c1ncc(-c2ccccc2Cl)[nH]1 (stereo not drawn)
-11	-1	1	-1.5	-4	-3	-0.3	-0.3	7	4	Cc1nc(CCNC(=O)C2CCC(=O)N(CCc3cccc(F)c3)C2)sc1C (stereo not drawn)
13	-4	-1	1.0	-6	-1	-1.0	0.1	12	8	CC(C)c1nc(N2CCN(C(=O)c3ccco3)CC2)c(C#N)c2c1COC(C)(C)C2
-4	60*	7	0.5	-5	3	0.4	-0.3	-4	-1	CCOC(=O)c1c(C)[nH]c(C(=O)OCC(=O)Nc2cc(C)c(Cl)cc2OC)c1C
1	16	-10	0.6	26	1	1.2	-2.7	-7	-9	COc1cc2cc(Oc3ccc4ccc(=O)oc4c3)c(=O)oc2cc1OC(C)=O
0	0	-1	-1.3	-10	-2	1.4	-0.2	11	9	COc1ccccc1OC(C)C(=O)Nc1ccc(S(=O)(=O)Nc2nccs2)cc1 (stereo not drawn)
4	1	-5	-3.0	-12	0	3.0	0.9	-2	-13	COc1ccc(C(=O)NCc2ccc(S(N)(=O)=O)cc2)cc1[N+](=O)[O-]
-1	1	0	-0.4	-10	8	-0.1	-0.4	-6	5	O=C(/C=C/c1ccc(Br)cc1)NC(=S)NNC(=O)c1ccco1
-3	0	-7	-0.2	-3	1	0.7	-0.9	12	-1	CCCCNC(=O)/C(C#N)=C/c1cccnc1
2	-2	-4	2.5	-14	0	2.5	-0.3	-9	1	CCCC(=O)NC(=S)Nc1ccc(N2CCN(C(=O)c3cccs3)CC2)cc1
-3	2	-2	0.0	-11	-3	1.8	-0.2	3	5	CN(c1ccc(F)cc1)S(=O)(=O)c1ccc(Cl)c(C(=O)NCc2ccco2)c1
3	-3	-8	0.3	1	1	2.8	0.2	12	0	CN(Cc1c(C(=O)N/N=C/c2ccc(O)cc2)nnn1-c1nonc1N)c1ccccc1
7	0	-3	17	6	4	0.5	-0.4	-4	-2	C/C(CC(=O)Nc1ccccn1)=N\NC(=O)c1ccc2ccccc2c1
5	-1	-2	-1.8	-9	-5	-0.4	-0.2	0	-2	CCOc1ccc(CCNS(=O)(=O)c2cc3c(cc2C)NC(=O)CO3)cc1OCC
7	-1	-5	-0.8	4	1	0.2	0.0	4	0	O=C(NNC(=O)c1ccccc1Cl)c1cc2cc(OC(F)(F)F)ccc2[nH]1
-4	4	-3	-0.4	-8	-1	11*	-0.4	-3	1	Cc1ccc(-c2cc(C(F)F)nc(N3CCOCC3)n2)cc1
-8	5	-10	0.7	-5	-1	1.4	-1.0	2	-3	Cc1ccnc(NC(NC(=O)C(C)C)(C(F)(F)F)C(F)(F)F)c1
7	0	2	-0.2	-7	-2	-0.1	0.1	4	6	CSc1ccc(C(=O)N2CCC(CCC(=O)NCc3ccc(F)cc3)CC2)cc1
5	0	0	1.2	-6	3	-0.4	-1.0	-12	2	CCOc1ccc(N2C(=O)CC(Cc3ccc(Br)cc3)C2=O)cc1 (stereo not drawn)
-4	4	-11	-1.0	8	-4	-0.8	-0.1	1	5	Cc1cccc(OCC(=O)N(Cc2ccc(C)o2)C2CCS(=O)(=O)C2)c1 (stereo not drawn)
-2	25	-3	0.2	-15	-2	-1.2	0.6	-3	2	CCCCCn1c(=O)[nH]c2cc(C(=O)NCc3ccc4c(c3)OCO4)ccc2c1=O
13	-1	-2	2.5	-9	0	-0.5	0.3	0	-1	COc1ccc(S(=O)(=O)n2nc(OC(=O)c3c(-c4ccccc4Cl)noc3C)cc2N)cc1
3	4	-4	-2.8	-6	4	0.5	-0.1	-3	0	CN(C)CCSc1nc2cc(S(=O)(=O)N3CCCCC3)ccc2o1
3	0	-3	-0.7	-6	-2	1.0	-0.5	8	1	CCOCCc1nnc(NC(=O)c2cc(OC)c(OC)cc2[N+](=O)[O-])s1
-4	1	-2	0.0	-9	4	x	-0.2	-1	-3	CCc1ccc2ncc(C(=O)c3ccccc3)c(N3CCOCC3)c2c1
5	-1	-15	1.1	7	-3	0.6	-1.5	-5	3	CCOC(=O)CN(c1ccccn1)S(=O)(=O)c1ccc(OC)cc1
x	x	x	-4.7	x	x	0.5	-1.0	6	-3	O=C1Nc2ccccc2-n2nnnc2C1N1CCCN(Cc2ccc(F)cc2)CC1 (stereo not drawn)
-10	-4	-4	-0.6	-3	0	1.3	-0.1	-1	3	C=C1c2cc(CC)ccc2NC(=O)N1c1ccc(C)cc1
-2	-10	-2	2.3	x	-1	-0.9	-0.5	4	6	O=C(c1cccs1)N1C[C@H](n2cc(-c3ccc(F)cc3)nn2)[C@@H](O)C[C@@H]1c1ccc(Cl)cc1
8	2	-1	-0.1	-7	-4	0.8	0.7	3	-1	CN(CC(=O)NC(c1ccccc1)c1ccccc1)Cc1nc2ccccc2c(=O)[nH]1
-15	0	-4	-2.9	-5	-6	1.5	-0.9	20	-4	CCc1ccccc1-n1cnc2cc(C(=O)O)ccc21
0	-1	-2	-0.5	-5	0	-0.9	-0.2	9	2	NS(=O)(=O)c1ccc(CNC(=O)Cn2nc(C(F)F)cc2C(F)F)cc1
1	3	-1	0.5	x	0	-1.1	0.8	-1	-1	CC1NC(=O)c2ccccc2-n2c1nc1ccc(F)cc1c2=O (stereo not drawn)
-2	3	-1	-0.8	1	-2	-0.7	0.0	10	0	O=C(Nc1ccccc1)/C(=C\c1ccncc1)NC(=O)c1ccccc1
-6	2	-5	-0.1	1	-2	0.5	0.1	13	1	CN(C)CCNC(=O)CCCNC(=O)Cn1cnc2sc3c(c2c1=O)CCCC3
5	-1	2	3.6	-3	2	-0.6	-0.1	-18	-16	COC(=O)c1cc(C)ccc1/C=C1/Cc2c(C)cc(C)cc2C1=O
-4	1	-4	-1.0	-10	-1	-1.2	-0.4	1	-1	CCCC(O)(CCC)C(=O)NNc1ccccc1
-4	-4	2	-1.3	-4	-2	0.2	-0.1	6	-10	O=C(Nc1ncc2c(n1)CC(c1ccccc1)CC2=O)c1ccco1 (stereo not drawn)
-2	3	-6	-0.8	0	0	0.9	0.1	3	3	Cc1ccc(Cn2nc(C)c(NC(=O)CSc3n[nH]c(C)c3[N+](=O)[O-])c2C)cc1
5	-1	-13	0.2	-6	0	0.4	-1.0	-38	5	Brc1ccccc1-c1ccccc1
-6	-4	-1	-0.4	-1	-1	1.4	0.9	-16	-5	CN(C)N1C(=O)CC(N2CCCC2)C1=O (stereo not drawn)

# Single values from the list.
# CCOC(=O)[C@]12CCCC=C1N(Cc1ccco1)C(=O)[C@H](CC(=O)N1CCCCC1)C2 – NRP1-CendR mod = 0
# Brc1ccccc1-c1ccccc1 – E coli Lon inh = 5

# Taken from the entries so far, three compounds:
E coli Lon inh	DNMT1 block	bovine MsrA act	LMPTP block	Scp1 inh	STEP inh	MsrA inhibitor	TbMetRS inhib	NRP1-CendR mod	SUMO1 PPI mod	SMILES
-2	3	-6	-0.8	0	0	0.9	0.1	3	3	Cc1ccc(Cn2nc(C)c(NC(=O)CSc3n[nH]c(C)c3[N+](=O)[O-])c2C)cc1
5	-1	-13	0.2	-6	0	0.4	-1.0	-38	5	Brc1ccccc1-c1ccccc1
-6	-4	-1	-0.4	-1	-1	1.4	0.9	-16	-5	CN(C)N1C(=O)CC(N2CCCC2)C1=O (stereo not drawn)

# (continued)
E coli Lon inh	DNMT1 block	bovine MsrA act	LMPTP block	Scp1 inh	STEP inh	MsrA inhibitor	TbMetRS inhib	NRP1-CendR mod	SUMO1 PPI mod	SMILES
-3	1	0	-0.9	x	1	-1.6	-0.3	-2	-3	COc1ccc(CCCNC(=O)C2Cc3c(-c4cccc(C(N)=O)c4)ccnc3O2)cc1 (stereo not drawn)
-2	-2	-1	0.9	-16	-2	-0.9	-0.4	7	4	O=C1c2ccccc2C(Nc2ccccc2)N1Cc1ccc2c(c1)OCO2 (stereo not drawn)
-6	-2	-1	0.6	-2	2	1.0	0.0	-1	1	COc1ncccc1-c1nnn(-c2ccccc2Br)n1
-1	-1	0	0.6	x	4	-0.9	-0.2	-6	3	CS(=O)(=O)Nc1cccc(NC(=O)C2Cc3c(-c4ccco4)ccnc3O2)c1 (stereo not drawn)
-14	-3	-7	0.3	-5	1	0.9	-0.6	6	0	CCCNS(=O)(=O)c1ccc(OCC(=O)N2CCN(c3ccccc3)CC2)cc1
8	3	-5	-1.7	-4	-2	-1.0	-0.8	4	4	CC(=O)c1cccc(NS(=O)(=O)c2csc(C(N)=O)c2)c1
-5	-1	-2	0.2	-5	-1	0.2	0.1	-4	-23	COc1ccccc1Oc1nc([N+](=O)[O-])nn1CC(N)=O
4	2	-5	-1.7	-4	-1	0.6	0.6	9	-12	COCCNCCCCOc1ccc(Br)cc1C
-22	-9	-6	0.9	-13	-1	4.1	-0.3	-30	-1	Cc1[nH]c2ccccc2c1/C=N/NC(=O)c1cccs1
-6	-12	-5	-1.9	-10	-3	1.0	0.0	-30	-10	N#CC1=C(N)Oc2cc(O)ccc2C1c1cccs1 (stereo not drawn)
